Screening data from PubChem.
MRP resist rev = reverses drug resistance mediated by MRP | differential viability (reversal), % at 10 µM | AID 602 | hit rate 0.04% among 85,000 | H69AR cells + 2 uM doxorubicin, CellTiter-Glo, 72 h;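 active = viability drop by adding the cancer drug above about 55%, with treated viability meeting a 40% cutoff, limit read from the data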;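 note: viability without doxorubicin minus viability with 2 µM doxorubicin for each compound; larger differential means the compound sensitizes cells more to doxorubicin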
PLAP inhibitors HTS = inhibition of human placental alkaline phosphatase – biochemical, luminescence, HTS (AID 690); purified PLAP, luminescent substrate; higher % means a stronger effect; one-dose inhibition, % at 20 µM; IC50 in µM for titrated hits; hit rate 0.08% among 96,000; in the data active = a potency from the dose series; inactive = the rest, 99 in 100 with inhibition below about 30%; note: strong numbers were not always called active
NFkB transloc pot = enhances IL-1B driven NFkB nuclear translocation; HUVEC IL-1B NFkB p65 nuclear translocation imaging; activation, % at 2 µM; hit rate 0.3% among 94,000; AID 819;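 active = activation above 40%, about the mean plus 3 SD, also judged a hit on visual image review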;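 note: percent activation is computed from the nuclear over cytoplasmic p65 intensity ratio; values of inactives mirror those of a sister screen read the other way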
IL1B NFkB inh = blocks IL-1B driven NFkB nuclear translocation in HUVEC cells; HUVEC IL-1B NFkB p65 nuclear translocation imaging; inhibition, % at 2 µM; hit rate 0.43% among 94,000;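 active = inhibition above about 30% together with a positive call from visual inspection of the well image, limit read from the data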;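 note: nuclear over cytoplasmic p65 intensity ratio measured by imaging; 0% = IL-1B stimulated DMSO wells and 100% = unstimulated DMSO wells; values of inactives mirror those of a sister screen read the other way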
Bcl-B displacement = displacers of TR3 peptide from Bcl-B, primary screen, selectivity assay for Bfl-1 inhibitor project, biochemical, fluorescence polarization; FP displacement of FITC-TR3 peptide from Bcl-B; higher % means a stronger effect; one-dose displacement, % at 20 µM; IC50 in µM for titrated hits; hit rate 0.11% among 96,000;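 active = displacement above 50% at 20 µM plus a fluorescence interference ratio under 1.5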;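 note: plate controls were wells without compound for no effect and wells lacking Bcl-B protein for full effect; a part of the inactive calls stands beside numbers as strong as those of hits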
MRP resist rev cytotoxicity = also measured in MRP resist rev; calls as there; viability, %; H69AR cells, CellTiter-Glo, 72 h; measured here: cytotoxicity without doxorubicin
MRP resist rev with doxorubicin = further read-out of MRP resist rev, marked with its call; viability, %; measured here: viability with 2 uM doxorubicin; hits give low values
IL1B NFkB inh cell count 2 µM = also measured in IL1B NFkB inh; calls as there; cell count; measured here: cells passing quality filter;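 raw number of nuclei counted in each imaged well without normalization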
NFkB transloc pot cell count 2 µM = second read-out of NFkB transloc pot, no call of its own (marks repeat the call); cell count; measured here: cells passing quality filter
* marks the source's active call; other numbers are inactive results; x = no result given.

SMILES	MRP resist rev	MRP resist rev cytotoxicity	MRP resist rev with doxorubicin	PLAP inhibitors HTS	NFkB transloc pot	NFkB transloc pot cell count 2 µM	IL1B NFkB inh	IL1B NFkB inh cell count 2 µM	Bcl-B displacement
Cc1ccccc1CN(c1ccc(C(=O)Nc2cccnc2)cc1)S(C)(=O)=O	20	89	68	-118%	8	75	-8	75	-6%
CC(=N/O)/C(=N\O)c1ccc(C)o1	2	98	96	3%	4	91	-4	91	-6%
COc1cccc(NC(=O)c2ccc(S(=O)(=O)N3CCCCC3)cc2)c1	16	86	70	26%	x	x	x	x	0%
Cc1cc(C(=O)OCCO)c(C#N)c(N)n1	4	92	87	2%	8	125	-8	125	3%
CC(=O)NC1C(=O)N(CC(C)C)c2ccccc21 (stereo not given)	14	92	78	12%	-2	81	2	81	6%
CCc1cc2c(=O)c(-c3ccon3)c(N)oc2cc1OC	6	85	79	5%	x	x	x	x	10%
O=c1c(-c2ccc(Cl)cc2)[n+]([O-])c2ccccc2n1OCc1ccccn1	x	x	x	8%	-10	109	10	109	-8%
Cc1cc(NC(=O)COC(=O)c2n[nH]c3ccccc23)no1	-4	87	91	24%	-14	44	14	44	-3%
COC(=O)c1ccc(C)c(NS(=O)(=O)c2ccc(C)c([N+](=O)[O-])c2)c1	x	x	x	4%	-1	115	1	115	0%
Cn1c(SCc2cccc(Cl)c2)nc(C(F)(F)F)cc1=O	x	x	x	-8%	6	125	-6	125	3%
CC1(C)CC(=O)C2=C(C1)OC(N)=C(C#N)C2c1ccccc1 (stereo not given)	20	90	70	5%	-4	190	4	190	-10%
O=C(COC(=O)C1c2ccccc2Oc2ccccc21)Nc1ccc2c(c1)OCO2	-5	97	102	35%	2	76	-2	76	-1%
COC(=O)c1ccc(CSc2nnc(CNC(=O)c3ccc(OC)cc3)o2)o1	11	98	87	2%	x	x	x	x	-8%
Cc1ccc(-c2nc3sc4c(c3c(=O)n2N)CC(C)(C)OC4)cc1	4	89	85	14%	13	164	-13	164	12%
CCN1CCN(/C=N/c2nc(C)cs2)CC1	2	86	84	-2%	2	102	-2	102	9%
CC(=O)c1cccc(NC(=O)N[C@@H](CC(C)C)C(=O)O)c1	5	103	97	12%	0	134	0	134	-3%
CCOC(=O)c1sc(=S)n2c1[nH]c(=O)c1ccc(C(=O)OC)cc12	-26	37	62	1%	24	107	-24	107	-32%
O=C(COC(=O)Cc1cn2ccsc2n1)NC12CC3CC(CC(C3)C1)C2	-8	97	104	23%	23	134	-23	134	-3%
CCS(=O)(=O)Nc1ccc(NC(C)=O)cc1	x	x	x	-21%	11	191	-11	191	7%
O=C(NCc1ccco1)c1cc2n(n1)C(C(F)(F)F)CC(c1ccc(Cl)c(Cl)c1)N2 (stereo not given)	-17	31	48	-8%	35	185	-34	185	-6%

Continued, overlapping the part above by two compounds.
SMILES	MRP resist rev	MRP resist rev cytotoxicity	MRP resist rev with doxorubicin	PLAP inhibitors HTS	NFkB transloc pot	NFkB transloc pot cell count 2 µM	IL1B NFkB inh	IL1B NFkB inh cell count 2 µM	Bcl-B displacement
CCS(=O)(=O)Nc1ccc(NC(C)=O)cc1	x	x	x	-21%	11	191	-11	191	7%
O=C(NCc1ccco1)c1cc2n(n1)C(C(F)(F)F)CC(c1ccc(Cl)c(Cl)c1)N2 (stereo not given)	-17	31	48	-8%	35	185	-34	185	-6%
Cc1nccn1CCC(=O)O	0	96	96	9%	x	x	x	x	4%
Cc1cc(NC(=O)CSc2nc(-c3ccccc3)c(C#N)c(=O)[nH]2)no1	4	114	110	-1%	-10	169	10	169	-7%
O=C1CS/C(=C/C(=O)c2ccccc2)N1	-11	93	105	6%	1	77	-1	77	-1%
CCOC(=O)C(C)(C)Sc1nc2c(cnn2-c2ccc(C)cc2)c(=O)[nH]1	-3	70	73	x	3	165	-3	165	x
CCOC(=O)c1c(N)n[nH]c1-c1ccccc1	18	107	89	11%	x	x	x	x	-9%
COc1ccc(OCC(=O)Nc2ccccc2OC(F)F)cc1	-17	48	64	15%	8	152	-8	152	-2%
CCCOC(=O)c1ccc(-n2nnnc2SCC(=O)N2CCCCC2)cc1	10	87	77	-8%	-12	147	12	147	1%
CC1(C)CC(=O)C=C(NCc2cccs2)C1	-13	87	100	8%	0	170	0	170	-1%
Cc1cc(C)nc(N2CCCC(C(=O)Nc3ccc4c(c3)OCO4)C2)n1 (stereo not given)	6	85	79	7%	-2	140	2	140	-8%
O=C(Cn1nc(-c2ccccc2)c2ccccc2c1=O)Nc1ccccn1	10	104	94	-19%	-4	170	4	170	-2%
Cc1cc(C(=O)OCC(=O)N2CCN(C(=O)c3ccco3)CC2)c(C)n1-c1ccc(F)cc1	8	96	88	-53%	-7	111	7	111	-4%
CCNCCNC(=O)c1c(O)c2cccc3c2n(c1=O)CCC3	-20	42	62	-40%	x	x	x	x	2%
CCN(CC)S(=O)(=O)c1c(Br)cc(C)cc1Br	10	84	74	18%	-8	193	8	193	-2%
COC(=O)C1=C(C)NC2=C(C1c1ccc(O)cc1)S(=O)(=O)c1ccccc12 (stereo not given)	x	x	x	16%	2	153	-2	153	1%
O=C(CSc1nnnn1-c1cccc2ccccc12)N1CCOCC1	10	92	82	5%	2	130	-2	130	-3%
CCc1nnc(NC(=O)c2ccc(S(=O)(=O)N3CCOCC3)cc2)s1	28	107	80	-18%	-8	156	8	156	-5%
CC(C)(C)NC(=O)c1ccc2c(c1)C(=O)N(C1CCCCC1)C2=O	8	82	74	-26%	8	133	-8	133	-4%
CN(C)c1ccc(NC(=O)Nc2cccc(Cl)c2)cc1	13	87	74	11%	23	161	-23	161	0%
CCC1CCCCN1C(=O)CSc1nnc(-c2ccco2)o1 (stereo not given)	x	x	x	x	2	111	-2	111	x
O=C(Cc1cc(=O)[nH]c(=O)[nH]1)N1CCC(Cc2ccccc2)CC1	-15	66	81	x	-7	171	7	171	x
CSc1cccc(NC(=O)CSc2nnc(C)s2)c1	7	85	78	x	8	150	-8	150	x
O=C(NC12CC3CC(CC(C3)C1)C2)N1CCN(C(=O)C2CCCO2)CC1 (stereo not given)	4	95	91	-21%	27	145	-27	145	2%
COc1ccc2nc(-c3ccccc3)[nH]c2c1	18	90	72	1%	11	141	-11	141	-4%
CN/S(=N/S(=O)(=O)c1ccccc1)c1ccc(C)cc1 (stereo not given)	22	93	71	13%	x	x	x	x	-12%
Cc1nnc(N(CCC#N)CCC#N)s1	-4	110	114	9%	8	186	-8	186	-1%
CCCCC(=O)Nc1cccc(-c2nn3c(C)nnc3s2)c1	-1	70	71	24%	12	136	-12	136	-8%
C=CCn1c(SCCOc2ccc(OC)cc2)nnc1C(NC(=O)c1ccc(OC)cc1)C(C)C (stereo not given)	-10	64	74	11%	12	57	-12	57	-10%
COc1cc(C(=O)N(Cc2cc3ccccc3[nH]c2=O)CC2CCCO2)cc(OC)c1OC (stereo not given)	6	100	94	-18%	x	x	x	x	21%
COc1ccc(-c2nc(-c3ccccc3)[nH]c(=O)c2C#N)cc1	x	x	x	-27%	7	180	-7	180	6%
CC(C)COc1nc2ccccc2nc1C(C#N)C(=O)NC1CCCCC1 (stereo not given)	-6	81	87	-58%	7	74	-7	74	-12%
O=C(NNC(=O)c1ccccc1-n1cccc1)c1cccc(Cl)c1	x	x	x	-59%	-12	153	12	153	-1%
Cc1nc(-c2cccc(S(=O)(=O)N3CCCC(C)C3)c2)cs1 (stereo not given)	15	91	76	-11%	39	157	-39	157	7%
CCOC(=O)c1ccc(NC(=O)CN(Cc2ccc(Cl)cc2)S(C)(=O)=O)cc1	-23	41	64	-40%	23	177	-23	177	-2%
O=C(CC1Sc2ccccc2NC1=O)Nc1cccc(C(=O)O)c1 (stereo not given)	2	97	95	-10%	x	x	x	x	4%
CC1(C)CC2CC(C)(CN2C(=O)CCCN2C(=O)c3ccccc3C2=O)C1 (stereo not given)	25	95	70	-54%	x	x	x	x	-1%
Cc1nc(NCCc2ccc(S(N)(=O)=O)cc2)c2c(C)c(C)sc2n1	x	x	x	-31%	10	179	-10	179	-4%
COc1ccc(N2C(=O)C3C4C=CC(C5CC45)C3C2=O)c([N+](=O)[O-])c1 (stereo not given)	x	x	x	-5%	6	79	-6	79	-1%
CN=C1CC(SC)=C1c1ccc(C)cc1	-31	38	70	x	30	133	-30	133	x
N#CC1=C(N)OC2=C(C(=O)CCC2)C1C1C=CCCC1 (stereo not given)	x	x	x	-1%	-3	93	3	93	1%
O=S(=O)(O)CCN1CCOCC1	-9	89	98	8%	26	148	-26	148	-8%
O=C1CC(N2CCCN(C3CC(=O)N(c4ccc(F)cc4)C3=O)CC2)C(=O)N1c1ccc(F)cc1 (stereo not given)	9	107	98	-95%	10	152	-10	152	-6%
Cc1ccc(S(=O)(=O)c2c(N)n(CC3CCOC3)c3nc4ccccc4nc23)cc1 (stereo not given)	5	85	81	-53%	-2	191	2	191	-6%
O=C(COC(=O)c1cccs1)c1ccc2c(c1)OCCO2	2	84	83	48%	10	85	-10	85	-6%
O=C(CCCC(=O)N1CCc2ccccc21)N1CCc2ccccc21	12	99	87	9%	x	x	x	x	6%
CCOC(=O)CNC(=O)c1c2c(nc3ccccc13)CCCC2	x	x	x	3%	21	113	-22	113	7%
O=C(O)COc1cccc(NC(=O)C2CCCO2)c1 (stereo not given)	24	106	82	3%	-11	147	11	147	-8%
COc1ccc(C)cc1S(=O)(=O)N1CCN(c2cccc(C(F)(F)F)c2)CC1	1	86	85	15%	5	148	-5	148	-3%
CS(=O)(=O)NCCSc1nnnn1-c1ccccc1	12	92	81	-15%	-6	116	6	116	-15%
CC(C)CC(NC(=O)COc1ccccc1)C(=O)O (stereo not given)	-19	89	108	0%	2	186	-2	186	-11%
CCOc1cc(/C=N/NC(=O)c2ccncc2)ccc1OC(=O)c1ccc([N+](=O)[O-])cc1	x	x	x	4%	6	110	-6	110	-6%
CC(=O)C1=C(O)C(=O)N(CCc2c[nH]c3ccccc23)C1c1ccc(O)cc1 (stereo not given)	-13	93	106	4%	2	134	-2	134	-23%
S=c1[nH]nc(-c2cc(-c3ccco3)[nH]n2)n1-c1ccccc1	-33	40	74	-108%	-35	157	35*	157*	-6%
CCOC(=O)Cn1cnc2c(cnn2-c2ccc(Cl)cc2)c1=O	x	x	x	-2%	-8	150	8	150	7%
CCn1nc(C(=O)OCC(=O)c2c[nH]c3ccccc23)c2ccccc2c1=O	1	82	81	-29%	28	141	-28	141	-20%
Cc1ccc2c(COC(=O)c3cnc(C)cn3)cc(=O)oc2c1	1	102	101	10%	x	x	x	x	3%
COc1ccc(C(=O)CC2OC(=O)c3c2ccc(OC)c3OC)cc1 (stereo not given)	-3	93	96	-25%	4	152	-4	152	2%
CC(C)Nc1nc(N(c2ccccc2)c2ccccc2)nc(-n2ccnc2)n1	-8	43	51	1%	13	135	-13	135	1%
CCC(C(=O)Nc1ccccc1C(=O)N1CCOCC1)N1C(=O)c2ccccc2C1=O (stereo not given)	9	94	84	-32%	17	178	-17	178	11%
CC(=O)N=c1sc2ccccc2n1C	8	89	81	15%	-6	177	6	177	-14%
CCOc1ccc(-c2nn(-c3ccccc3)cc2/C=C2\SC(N)=NC2=O)cc1C	x	x	x	15%	-4	165	4	165	-2%
COc1ccc(C(OC(=O)c2ccco2)C(=O)NCc2ccco2)cc1 (stereo not given)	4	94	90	12%	34	137	-34	137	5%

One compound at a time, from the list above. Screens in order: MRP resist rev, MRP resist rev cytotoxicity, MRP resist rev with doxorubicin, PLAP inhibitors HTS, NFkB transloc pot, NFkB transloc pot cell count 2 µM, IL1B NFkB inh, IL1B NFkB inh cell count 2 µM, Bcl-B displacement
COc1ccc(C(=O)CC2OC(=O)c3c2ccc(OC)c3OC)cc1 (stereo not given) is listed with -3, 93, 96, -25%, 4, 152, -4, 152, 2%
COc1ccc(-c2nc(-c3ccccc3)[nH]c(=O)c2C#N)cc1 is listed with x, x, x, -27%, 7, 180, -7, 180, 6%

The list is partial; the hit share may differ from the screen's.
